TIM10 inh = growth inhibitors of isogenic TIM10 control yeast, primary screen, counter-screen for tim10-1 yeast inhibitor project, luminescence, uHTS. S. cerevisiae TIM10 strain growth, BacTiter-Glo luminescence, 24 h. inhibition, % at 10 µM. hit rate 1.4% among 330,000;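 active = inhibition of 40% or more at the single tested concentration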;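 also: wild-type TIM10 isogenic control strain grown at permissive 25 °C; 0% = DMSO yeast wells and 100% = minimal medium wells without yeast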
hIAP inh = human IAP inhibitors, primary screen, biochemical, luminescence, uHTS; Intestinal-type alkaline phosphatase (Homo sapiens), P09923; purified IAP, CDP-Star luminescence, 30 min; inhibition, % at 10 µM; hit rate 0.12% among 330,000; AID 2544, 2010;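 active = inhibition reaching a set limit with compound at 10 µM in the primary screen, cut at about 35% in these data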;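 also: plate controls were DMSO wells with enzyme for no effect and no-enzyme buffer wells for full effect; values of inactives mirror those of a sister screen read the other way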
Target sequence (P09923 whole entry, looked up): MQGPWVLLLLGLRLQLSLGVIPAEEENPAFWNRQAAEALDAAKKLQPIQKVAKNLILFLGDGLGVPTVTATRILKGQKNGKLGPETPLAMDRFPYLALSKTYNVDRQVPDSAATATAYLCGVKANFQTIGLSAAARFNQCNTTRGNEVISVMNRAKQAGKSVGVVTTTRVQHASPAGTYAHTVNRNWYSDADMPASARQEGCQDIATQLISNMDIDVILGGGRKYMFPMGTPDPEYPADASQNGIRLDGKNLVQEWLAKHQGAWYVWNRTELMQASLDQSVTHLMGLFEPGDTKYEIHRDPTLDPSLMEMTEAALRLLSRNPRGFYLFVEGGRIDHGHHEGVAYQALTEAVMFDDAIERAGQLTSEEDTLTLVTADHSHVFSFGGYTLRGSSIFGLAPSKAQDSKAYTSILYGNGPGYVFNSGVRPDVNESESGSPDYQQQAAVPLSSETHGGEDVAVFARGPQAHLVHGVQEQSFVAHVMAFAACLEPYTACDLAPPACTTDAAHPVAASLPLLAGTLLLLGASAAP
APOBEC3G inh = APOBEC3G DNA deaminase inhibitors, primary screen, biochemical, fluorescence, single-stranded DNA substrate, uHTS. inhibition, % at 20 µM. DNA dC->dU-editing enzyme APOBEC-3G (Homo sapiens), Q9HC16. recombinant A3G, ssDNA deamination FAM/TAMRA fluorescence. hit rate 0.28% among 330,000. AID 493012, 2011;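 active = inhibition of at least 40% at 20 µM, with no more than 30% in the related APOBEC3A deaminase screen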;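 also: plate controls were DMSO wells with A3G for no effect and wells lacking A3G enzyme for full effect; some compounds called inactive have numbers as strong as hits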
Target sequence (Q9HC16 whole entry, looked up): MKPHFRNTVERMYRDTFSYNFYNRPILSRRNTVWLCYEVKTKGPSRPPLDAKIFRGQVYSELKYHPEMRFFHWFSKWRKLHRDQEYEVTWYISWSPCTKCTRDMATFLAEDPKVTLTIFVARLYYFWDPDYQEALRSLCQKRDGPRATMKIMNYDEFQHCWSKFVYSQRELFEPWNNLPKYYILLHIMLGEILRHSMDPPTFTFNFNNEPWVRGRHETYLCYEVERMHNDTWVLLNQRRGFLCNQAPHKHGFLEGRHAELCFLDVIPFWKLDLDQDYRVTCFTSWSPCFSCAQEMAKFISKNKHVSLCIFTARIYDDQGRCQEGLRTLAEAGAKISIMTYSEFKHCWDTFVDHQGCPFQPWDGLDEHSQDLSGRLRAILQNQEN
mIAP inh = inhibitors of mouse IAP, primary screen, biochemical, luminescence, uHTS. inhibition, % at 10 µM. intestinal alkaline phosphatase [Mus musculus]. purified mouse IAP, CDP-Star luminescence, 30 min. AID 2806, 2010. hit rate 0.2% among 330,000;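 active = inhibition of at least 40% at 10 µM in the primary screen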;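 also: plate controls were DMSO with enzyme for no effect and no enzyme wells for full effect; values of inactives mirror those of a sister screen read the other way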
beta cell repl = inducers of MIN6 beta-cell proliferation, primary screen, ATP luminescence, uHTS; MIN6 cells proliferation, ATPlite luminescence, 48 h; cells starved in 0.2% serum; 100% = growth in 10% serum; proliferation, % at 10 µM; hit rate 0.29% among 330,000;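 active = compounds whose signal lies at least 3.5 SD above the mean of all wells on their plate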;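 also: 0% = DMSO-treated cells in low-serum medium and 100% = 10% serum control; some compounds called inactive have numbers as strong as hits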
NLRP3 yeast inh = NALP3 inflammasome inhibitors in reconstituted yeast, primary screen, luminescence, uHTS; Yeast reconstituted NLRP3/ASC/caspase-1, beta-gal luminescence, 24 h; inhibition, % at 10 µM; hit rate 0.39% among 330,000;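 active = inhibition of 50% or more; inactive = inhibition below 50%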;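 also: plate controls were induced DMSO wells for no effect and uninduced yeast grown without galactose for full effect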
tim10-1 inh = growth inhibitors of tim10-1 mutant yeast, primary screen, luminescence, uHTS | S. cerevisiae tim10-1 ts strain growth, BacTiter-Glo, 24 h | inhibition, % at 20 µM | hit rate 2.2% among 330,000;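 active = inhibition of at least 40%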;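 also: mutant grown at 25 °C; 0% = DMSO wells with yeast and 100% = wells holding no yeast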
A3A deaminase = APOBEC3A ssDNA deaminase inhibitors, primary screen, selectivity assay for APOBEC3G inhibitor project, biochemical, FAM/TAMRA oligo cleavage fluorescence | hit rate 0.41% among 330,000 | inhibition, % at 20 µM | recombinant A3A, FAM/TAMRA ssDNA deamination fluorescence | AID 493011, 2011;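 active = at least 40% inhibition at 20 µM here, with at most 30% in a related deaminase screen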;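 also: plate controls were A3A with DMSO for no effect and wells lacking A3A enzyme for full effect; some results filed as inactive read as strong as hits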
mIAP activ = activators of mouse IAP, primary screen, biochemical, luminescence, uHTS; intestinal alkaline phosphatase [Mus musculus]; muIAP, CDP-Star luminescence, 30 min; active compounds read high; 1 = vehicle-only enzyme signal, 0 = enzyme-free wells; activation factor at 10 µM; hit rate 0.24% among 330,000;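 active = activation factor of at least 2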; also: the source names both 10 and 20 µM as test concentration; values of inactives mirror those of a sister screen read the other way
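System: mouse IAP enzyme. Reagent: CDP-Star chemiluminescent phosphatase substrate. Benchmarks: DMSO wells, no-enzyme wells. Times: 30 min enzyme-substrate-compound incubation at room temperature. Detection: luminescence from enzymatic CDP-Star hydrolysis. Doses: test compounds delivered from DMSO solution.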
An asterisk follows results filed as active.

structure,mIAP activ,APOBEC3G inh,A3A deaminase,tim10-1 inh,beta cell repl,hIAP inh,mIAP inh,TIM10 inh,NLRP3 yeast inh
CC(=O)Nc1ccc(NC(=O)c2ccccc2N(Cc2ccccc2)S(C)(=O)=O)cc1,0.88,-4,-8,8,-2,-10,12,3,7
CSc1ccc(S(=O)(=O)NCC(=O)OCC(=O)N(C)C2CCCCC2)cc1[N+](=O)[O-],0.91,-10,-3,6,-5,8,9,-3,16
COc1ccc(C(=O)NC(Nc2ccccc2)C(Cl)(Cl)Cl)cc1 (stereo not drawn),1.2,-5,-2,28,-3,1,-23,50*,32
CC(=O)c1sc(NC(=O)CS(=O)(=O)c2ccccc2)nc1C,0.94,-5,-2,4,8,10,6,6,-5
CCOC(=O)N1CCN(C(=O)CCc2c(C)nc3c(c(C)nn3-c3ccc(C)c(C)c3)c2C)CC1,0.9,-7,-2,40,-5,12,10,30,15
COc1ccc(Cl)cc1N(CC(=O)NC1CC1)S(=O)(=O)c1ccc(C)c([N+](=O)[O-])c1,1,-6,-1,-6,2,9,-1,8,21
CC(SCc1cc(=O)n2c([nH]c3ccccc32)c1C#N)C(=O)O (stereo not drawn),0.97,-14,0,4,2,10,3,9,-9
COc1ccc(N2CCN(C(=O)c3cc4cc(Cl)ccc4[nH]3)CC2)cc1,1.1,3,-1,24,-1,-7,-8,6,14
O=C(CSc1ncn[nH]1)Nc1ccc(S(=O)(=O)Nc2ncccn2)cc1,1,3,4,-6,2,11,0,-1,6
O=C(NCCC(=O)N1CCC2(CC1)NCCc1[nH]cnc12)c1cccc(Br)c1,0.95,-9,-8,11,2,-2,5,-5,14
CC(=O)C1CCCN(C(=O)c2ccc3oc(CCc4ccccc4)nc3c2)C1 (stereo not drawn),0.96,-2,-6,30,-3,-7,4,21,7
COCCn1cnc2c1c(=O)n(CC(=O)OCC(=O)NCC(F)(F)F)c(=O)n2Cc1ccccc1,1,-5,3,20,0,8,-5,-7,3
Nc1nc(N)nc(-c2ccc(Cl)cc2)n1,0.92,-5,1,-4,3,0,8,1,9
COC(=O)c1c(SCc2cccc3ccccc23)nc(=O)[nH]c1C,0.82,-2,8,-2,0,7,18,1,12
CCOc1cc(N2CCOCC2)c(OCC)cc1NC(=O)c1cc(S(=O)(=O)N2CCOCC2)ccc1Cl,0.94,-6,2,9,4,-2,6,13,15
O=C(OCC(=O)c1c[nH]c2ccccc12)C1=COCCO1,1,-2,0,7,-1,-10,-4,0,10
COc1ccc(C2C(C(=O)N3CCCC3)CC(=O)N2c2ccc(OC)cc2)cc1 (stereo not drawn),1,-2,-2,11,-2,-1,-1,1,9
COc1ccc(/C=N/n2c(=O)[nH]c3c([nH]c4ccc(Br)cc43)c2=O)cc1CN1CCOCC1,0.96,2,3,19,-2,7,4,0,10
NC(=O)c1ccccc1NC(=O)CCn1c(=S)oc2ccccc21,1,-9,-5,-1,-1,0,0,6,10
C=CCn1c(=NC(=O)C2CC2)sc2cc(NC(C)=O)ccc21,1,5,1,12,0,-11,-4,3,34
O=C(NCc1ccccc1Cl)C(=O)NCC1OCCN1S(=O)(=O)c1cccs1 (stereo not drawn),1,2,2,11,0,2,-1,0,3
CC1CN(S(=O)(=O)c2cccc(C(=O)Nc3cc(Cl)ccc3N3CCOCC3)c2)CC(C)O1 (stereo not drawn),1,-7,-1,18,-5,-3,0,19,9
Cc1ccc(N2CC(C(=O)NCc3ccco3)CC2=O)cc1Cl (stereo not drawn),0.89,-2,17,-10,-2,-16,11,-6,5
COc1ccc(Br)cc1CN(C)CC(=O)Nc1cc(Cl)ccc1Cl,0.83,-6,-3,14,-5,5,17,6,2
O=c1ccn(Cc2ccccc2)c(=O)n1Cc1ccccc1,1.1,0,3,0,-1,3,-6,3,13
O=S1(=O)N=C(N(CCO)/N=C/c2ccccc2)c2ccccc21,0.93,-7,-4,-1,0,10,8,17,15
COc1ccc(CNC(=O)c2cccc(C)c2[N+](=O)[O-])cc1,0.89,1,4,8,-1,13,11,-10,22
O=C(COC(=O)Cc1ccccc1F)NCc1ccc(Cl)cc1,1.1,-8,-2,1,-4,-13,-13,0,7
O=C(Cn1c(=O)c(=O)n(Cc2ccccc2)c2ccc(Cl)cc21)Nc1ccc(F)cc1F,0.94,-9,-4,-6,-5,2,6,6,7
Cc1cccnc1CCNC(=O)CCc1nnc(-c2ccccc2)o1,0.94,-2,-5,5,1,2,6,-9,-2
O=S(=O)(c1ccccc1OC(F)(F)F)N1CCN(c2ccnc3cc(Cl)ccc23)CC1,0.91,-5,1,32,-4,-1,9,6,16
O=C(COc1ccc2ccccc2c1)NCCc1ccc2c(c1)OCCO2,1.3,-5,-4,1,-4,-4,-25,-16,-4

Exported with two lines to a compound: entries from further up.
Values in the order – mIAP activ | APOBEC3G inh | A3A deaminase | tim10-1 inh | beta cell repl | hIAP inh | mIAP inh | TIM10 inh | NLRP3 yeast inh
- O=C(COc1ccc2ccccc2c1)NCCc1ccc2c(c1)OCCO2
  1.3 | -5 | -4 | 1 | -4 | -4 | -25 | -16 | -4
- Cc1cccnc1CCNC(=O)CCc1nnc(-c2ccccc2)o1
  0.94 | -2 | -5 | 5 | 1 | 2 | 6 | -9 | -2

(listing goes on)
structure,mIAP activ,APOBEC3G inh,A3A deaminase,tim10-1 inh,beta cell repl,hIAP inh,mIAP inh,TIM10 inh,NLRP3 yeast inh
Cc1ccc(C)c(OC(=O)c2cccnc2Cl)c1C,0.98,-10,-4,-1,0,11,2,11,6
Cc1ccc(Cl)c(NC(=O)CSc2n[nH]c(=O)n2C2CC2)c1Cl,1,0,26,8,-3,-14,-2,-3,12
CC(/C=C1\SC(=S)N(NC(=O)c2ccccc2C)C1=O)=C\c1ccccc1,0.8,-13,-5,3,-3,10,20,-1,8
Cc1ccccc1OCC(=O)OCC(=O)NCC1CCCO1 (stereo not drawn),1.1,-4,1,1,-3,-2,-6,8,12
CN1CCN(NC(=O)c2c(-c3ccccc3)sc3ccccc23)CC1,0.94,-7,1,12,0,-4,6,7,-6
CCNc1nc(NCC)nc(N2CC(=O)N(CC(=O)OCC)C2=N)n1,1,-7,-3,-5,1,-2,-1,-11,-11
COc1cccc(CN2CCN(C3CCOCC3)CC2CCO)c1 (stereo not drawn),0.97,-4,4,-9,-2,4,3,-16,9
O=C(COC(=O)c1ccco1)Nc1ccccc1[N+](=O)[O-],0.96,-11,1,9,-1,11,4,16,-16
COc1cc(C(=O)ON=C2C(C)=CC(=O)C=C2C)cc(OC)c1OC,1.1,-2,-1,35,-2,10,-6,26,-12
CCC(=O)N1CCc2cc(Br)cc(S(=O)(=O)N3CCN(C(=O)c4ccco4)CC3)c21,0.93,-1,1,6,-2,-3,7,15,11
O=C(NCC(=O)N1CCN(c2ccccc2)CC1)c1ccc(Br)o1,0.9,-5,-5,-2,-2,-21,10,-4,7
CNC(=O)CN1C(=O)NC(c2ccccc2)(c2ccccc2)C1=O,0.99,-3,3,-27,-1,-6,1,16,1
Cc1ccc(C)c(NC(=O)CN(C)C(=O)c2ccccc2OCc2ccc(Cl)cc2)c1,1,-7,1,23,-2,-10,-4,11,11
CC(NCCC(Cc1ccccc1)c1ccco1)c1ccccc1 (stereo not drawn),0.94,-4,2,25,-6,4,6,22,1
Cc1nn(-c2ccccc2)c(C)c1/C=N/NC(=O)c1cccs1,0.99,2,1,-31,0,-2,1,-1,15
O=C(Nc1nnc(-c2ccccc2F)s1)C1CCCO1 (stereo not drawn),1,2,5,20,-1,-6,-1,13,28
N#CCCN(C(=O)COC(=O)c1ccc(S(=O)(=O)N2CCCC2)cc1)c1cccc(Cl)c1,1,-1,0,10,0,10,-3,11,12
O=C1CC(Nc2ccc(N3CCOCC3)cc2)C(=O)N1CCc1ccccc1 (stereo not drawn),1.1,-6,-10,4,0,-29,-11,-7,17
Cc1ccc(CN2CC(=O)N3[C@H]4c5cc(C)ccc5OC[C@@H]4[C@H](c4ccccc4)[C@]3(C)C2=O)cc1,1,-9,-2,16,-6,-12,0,9,-1
COc1ccc(C(C(=O)NC2CCCC2)N(C(=O)c2ccco2)c2cccc(C(C)=O)c2)cc1OC (stereo not drawn),0.9,-7,-2,7,0,2,10,-11,13
Cc1cc(C)n(CC(=O)N2c3ccccc3Sc3ccc(C(F)(F)F)cc32)n1,0.99,-3,-3,39,2,18,0,42*,-11
Cc1cccc(Nc2nc(N)nc(CSc3nccc(C)n3)n2)c1,0.89,0,1,28,4,9,11,16,17
Cc1ccc(CN2CCN(/N=C/c3ccc(Cl)c([N+](=O)[O-])c3)CC2)cc1,0.95,-9,-5,25,-4,5,5,6,24
Cc1cccc(C)c1NC(=O)/C(=C/c1ccco1)c1ccccc1,0.9,1,4,30,1,17,10,14,22
NC(=O)CC(NC(=O)Cc1ccc(Br)cc1)c1ccc(NCc2cc(F)ccc2F)c([N+](=O)[O-])c1 (stereo not drawn),0.94,-4,-2,-11,-6,9,6,-1,15
COc1cc(NC(=S)NC(=O)c2c(OC)cccc2OC)ccc1NC(=O)c1cccs1,1.1,-4,1,-59,-2,-4,-11,-65,7
Cc1cc(NC(=O)CCC(=O)N(Cc2cccnc2)C(C(=O)NC(C)(C)C)c2ccccc2Cl)no1 (stereo not drawn),1.2,-4,2,19,2,-9,-17,0,3
O=C(CSc1nc(-c2ccccc2)cs1)N1CCc2ccccc21,0.99,-2,0,4,-2,2,1,-1,1
COc1ccc(-c2ccc(/C=C3\C(=O)N(c4ccccc4)N=C3c3ccccc3)o2)c([N+](=O)[O-])c1,0.95,-5,-3,21,-4,-14,5,26,1
O=C(c1ccc(COc2ccccc2Br)o1)N1CCCCCC1,1,-6,-1,36,-2,1,0,18,17
COC(=O)c1oc(-c2ccc(Cl)cc2)nc1C,0.98,-6,1,-22,1,-2,2,-8,18
CC1CCCCC1N=C1NC(C)(C)CS1 (stereo not drawn),1,-6,3,-15,3,-8,-1,1,11
O=C(NC1CCCCC1)c1cc(-c2ccc(O)cc2)on1,1,-8,4,19,2,12,-1,0,32
CSc1ncccc1C(=O)N1CCCC(CCC(=O)NCc2ccc(F)c(F)c2)C1 (stereo not drawn),0.97,-5,1,7,-3,-65,3,-11,-1
O=C(CNc1ccc(Cl)cc1)NNC(=S)NCc1ccccc1,0.82,-8,4,33,-4,-68,18,20,12
Cc1nn2c(-c3cccc(NC(=O)c4ccco4)c3)nnc2c2ccccc12,0.89,2,1,15,-1,-1,11,20,6
CCOC(=O)c1ccc2[nH]c(C)c(C)c2c1,1,0,-11,13,1,6,-3,15,21
COc1cc(NC(=O)c2cccnc2)c(OC)cc1NC(=O)c1ccc(Br)cc1,0.99,-6,0,-4,-1,21,1,-1,16

The order is random. Share with any hit: about 4.6%.
